# PERK inh: blocks human PERK kinase. hit rate 0.17% among 220,000. AID 1416. CHO PERK-DD fusion, SEAP luminescence translation reporter. inhibition, % at 5.6 µM. Q9NZJ5;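 active means inhibition above the mean inhibition of all tested compounds plus 3 SD, set separately per screening campaign, cut at about 2.9% in these data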;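 further: PERK kinase domain activated by AP20187 dimerizer at 100 nM; 0% = DMSO with dimerizer and 100% = rapamycin at 8.4 µM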
# Wee1 degr inh: inhibitors of human Wee1 degradation. HeLa Luc-Wee1K328M stability, luciferase luminescence; 100% = proteasome inhibitor MG132 effect. reporter increase, % at 5 µM. hit rate 1.2% among 220,000. AID 1321;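 active means activation above the mean of all tested compounds plus 3 SD, set per screening run, cut at about 8.8% in these data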;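 further: cells exposed to compound for 20 h before luminescence read; 0% = DMSO alone and 100% = MG132 at 30 µM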
# Ba/F3 V617F tox: loss of viability in JAK2V617F-driven Ba/F3 cells; hit rate 1.1% among 220,000; AID 1446; Ba/F3 EpoR-JAK2V617F viability, ATP luminescence; inhibition, % at 5.6 µM;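 active means inhibition above the campaign mean plus 3 SD over all tested compounds, cut at about 24% in these data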;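 further: cytokine-independent growth of Ba/F3 cells driven by EpoR plus mutant JAK2; 0% = DMSO-treated cells and 100% = JAK inhibitor I control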
# NPY2 pot ag: potentiates or activates human NPY-Y2 receptor | hit rate 0.45% among 220,000 | cells expressing NPY-Y2, potentiator/agonist read-out | activation, % at 3.6 µM; in the data active means activation above about 27%;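 further: cells stimulated with NPY near EC25 plus isoproterenol at EC100; 0% = vehicle plus submaximal agonist and 100% = vehicle plus saturating agonist; some results beyond the cut were filed as inactive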
# Target sequence (P49146 whole entry, looked up): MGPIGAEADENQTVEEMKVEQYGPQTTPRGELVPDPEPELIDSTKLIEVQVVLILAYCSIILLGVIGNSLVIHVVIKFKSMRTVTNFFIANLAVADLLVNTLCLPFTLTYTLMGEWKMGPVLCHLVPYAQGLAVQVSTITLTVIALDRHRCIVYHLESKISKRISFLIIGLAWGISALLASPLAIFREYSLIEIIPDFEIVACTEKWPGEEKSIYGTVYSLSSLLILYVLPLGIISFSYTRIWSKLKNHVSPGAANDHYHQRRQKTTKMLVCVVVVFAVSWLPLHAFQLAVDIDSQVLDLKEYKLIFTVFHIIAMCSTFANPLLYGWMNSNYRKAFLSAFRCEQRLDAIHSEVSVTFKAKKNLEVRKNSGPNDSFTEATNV
# Mdm2 ligase inh: inhibitors of human Mdm2 E3 ubiquitin ligase; Q00987; cell-based MDM2 ubiquitination luciferase reporter, 2 h; 0 = plate control, 100 = twice control, blank-subtracted; signal enhancement, % at 5 µM; hit rate 0.11% among 210,000; AID 1230;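 active means signal enhancement of 30% or more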;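 further: luminescence tracks abundance of the self-degrading MDM2-luciferase fusion protein; higher signal means inhibition of MDM2 E3 ligase activity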
# Target sequence (Q00987 whole entry, looked up, the tested form may be a part): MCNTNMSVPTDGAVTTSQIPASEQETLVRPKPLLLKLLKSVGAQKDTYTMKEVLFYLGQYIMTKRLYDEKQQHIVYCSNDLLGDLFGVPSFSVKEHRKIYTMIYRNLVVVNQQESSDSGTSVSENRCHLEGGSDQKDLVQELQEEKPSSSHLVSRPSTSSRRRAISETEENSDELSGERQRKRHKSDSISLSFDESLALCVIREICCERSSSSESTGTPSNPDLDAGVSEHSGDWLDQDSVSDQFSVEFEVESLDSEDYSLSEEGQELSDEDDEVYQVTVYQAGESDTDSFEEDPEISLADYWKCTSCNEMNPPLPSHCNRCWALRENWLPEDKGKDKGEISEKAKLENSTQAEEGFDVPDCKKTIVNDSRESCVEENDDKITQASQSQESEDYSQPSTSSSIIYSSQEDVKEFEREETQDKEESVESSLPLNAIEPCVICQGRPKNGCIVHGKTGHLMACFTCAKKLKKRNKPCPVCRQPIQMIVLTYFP
#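 System: stable MDM2–luciferase fusion reporter cells / Input: 2000 cells seeded into each well / Schedule: 4 h settle plus 2 h compound, 37 °C / Compound: single-point 5 µM / Buffer or medium: cells held in DMEM / Benchmarks: control and blank well means / Evaluation: percent signal gain over controls, blank-subtracted / Measured by: luciferase luminescence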
# S1P4 antag: human S1P4 receptor antagonism | inhibition, % at 4.98 µM | hit rate 0.26% among 220,000 | AID 1510 | S1P4-expressing cells, antagonist mode, reporter read-out | O95977; in the data active means inhibition above about 29%;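 further: 0% = wells stimulated with agonist and 100% = vehicle wells without agonist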
# BaF3 tox: reduces parental Ba/F3 cell viability, JAK2V617F counter-screen | CellTiter-Glo ATP luminescence | inhibition, % at 5.6 µM | hit rate 1.1% among 220,000;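 active means inhibition above a per-campaign cutoff, the mean inhibition of all tested compounds plus 3 SD, cut at about 27% in these data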;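 further: 0% = DMSO wells and 100% = JAK Inhibitor I control wells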
# S1P4 ag: activates the human S1P4 receptor; hit rate 0.35% among 220,000; S1P4-expressing cell line, agonist reporter assay; AID 1509; activation, % at 4.98 µM; O95977; in the data active means activation above about 11%;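 further: 0% = DMSO vehicle and 100% = reference agonist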
# eIF4E-4G inh: blocks eIF4E binding to eIF4G; inhibition, % at 21.7 µM; P63073+Q04637; hit rate 0.37% among 220,000; TR-FRET eIF4E-eIF4GI(517-606) binding, 2 h;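 active means inhibition above about 30%, limit read from the data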;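 further: 0% = full FRET control wells and 100% = background wells lacking eIF4GI fragment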
# The depositor's hits bear a star; nt = not tested or not shown; & = joins results of further samples; [ ] = dose if it differs, or a comment.
SMILES,PERK inh,Wee1 degr inh,Ba/F3 V617F tox,NPY2 pot ag,Mdm2 ligase inh,S1P4 antag,BaF3 tox,S1P4 ag,eIF4E-4G inh
COc1ccc(CNC(=O)CSc2nc3ccc(N)cc3s2)cc1,0.0,3,-1,-8,-6,-8,4,-3.5,6
Cn1c(=N)n(CC(O)c2ccco2)c2ccccc21 (centres undefined),-0.2,-2,6,-26,-13,-10,9,0.6,0
O=C(Nc1nccs1)C1CCCN(S(=O)(=O)c2cccc3cccnc23)C1 (centres undefined),0.2,0,-3,-3,-5,-4,4,-0.9,-1
O=C(OCC(=O)c1ccc[nH]1)c1ccc2ccccc2n1,1.0,-1,4,-12,2,7,8,-1.5,-2
O=C(Cn1nc(Cc2cccnc2)c2ccccc2c1=O)NCCCN1CCCC1=O,1.5,-1,-5,3,-9,-2,0,-2.1,0[fluorescence artefact?]
Cc1cc([N+](=O)[O-])c(N2CCC[C@@H]2C(=O)O)c([N+](=O)[O-])c1,1.0,-1,-2,-11,-15,-18,-2,1.1,nt
Cc1ccc(NC(=O)c2cc(-n3cnnc3)ccc2Cl)cc1,1.5,5,-2,-4,2,-4,3,1.4,6[fluorescence artefact?]
Cc1cc(C)n(CCCNC(=O)c2ccc3c(c2)NC(=O)CS3)n1,-0.4,-2,2,0,9,-14,4,1.9,-2
Cc1cc(=O)oc(C)c1C(=O)Nc1ccc(N(C)C)cc1,1.0,2,3,-1,-16,12,-7,1.0,6
Cc1cc(C(=O)CN2C(=O)NC3(CCCc4ccccc43)C2=O)c(C)n1C (centres undefined),-0.9,8,-4,9,-7,-7,1,-1.9,9
CCOC(=O)/C(N=Nc1cc(C(=O)O)cc(C(=O)O)c1)=C(\O)CCl,1.3,0,-2,-1,1,-9,3,-1.3,5
O=C(COC(=O)c1nc(Cl)ccc1Cl)Nc1ccccc1OC(F)F,0.3,-1,5,-7,2,-22,11,-0.1,1
CN1CCN(S(=O)(=O)c2cccc(C(=O)N(c3ccccn3)C3CCCCC3)c2)CC1,-0.2,-2,-1,-7,-2,-1,6,-1.7,-1
C[C@H](NC(=O)c1ccc(Br)cc1)C(=O)NCc1ccc(S(N)(=O)=O)cc1,1.1,0,2,0,-2,-22,1,1.0,2
COc1ccc(C(=O)c2cc([N+](=O)[O-])ccc2N2CCOCC2)cc1,0.1,-1,92*,-6,1,7,94*,-1.9,4
S=C(NCCc1ccccc1)Nc1c(Cl)cccc1Cl,1.2,3,-2,18,29,-1,-3,-0.2,1
C/C(N)=C(\C#N)C(=O)NCc1ccccn1,0.6,5,-1,7,-9,-12,1,2.1,-4
COc1ccc(CNC(=O)c2c(C)cc(=O)oc2C)cc1OC,0.9,-2,-4,10,1,-10,-2,1.0,10
O=[N+]([O-])c1cnccc1Nc1cccc(F)c1,1.3,-1,-2,-19,nt,-6,7,-1.4,-3
Cc1c(S(=O)(=O)Nc2cccc(Cl)c2)c(=O)n(C)c(=O)n1C,1.8,2,-4,14,-5,-27,-1,0.7,4
COc1ccccc1CN1C(=O)c2ccccc2C1C(=O)NC1CCC(C)CC1 (centres undefined),-0.9,0,2,-9,-14,15,1,0.4,-2
CCOC(=O)N1CCN(c2c(N3CCc4ccccc43)c(=O)c2=O)CC1,0.4,-1,-2,10,-10,-24,5,-0.2,-1[fluorescence artefact?]
CCN1CCN(c2nc3ccccc3nc2C(C#N)S(=O)(=O)c2ccc(C)cc2)CC1 (centres undefined),0.5,-3,-1,3,-12,8,6,-0.3,2
CCCC(=O)n1nc(-c2ccc(OC)cc2)nc1N,0.8,1,-1,-2,3,-15,6,1.5,-3
O=C1CC(N2CCSCC2)C(=O)N1c1cccc(Cl)c1 (centres undefined),-0.2,1,1,5,0,-3,3,-0.7,4

# Ordered by molar mass (descending): part of the list above
SMILES,PERK inh,Wee1 degr inh,Ba/F3 V617F tox,NPY2 pot ag,Mdm2 ligase inh,S1P4 antag,BaF3 tox,S1P4 ag,eIF4E-4G inh
CCOC(=O)/C(N=Nc1cc(C(=O)O)cc(C(=O)O)c1)=C(\O)CCl,1.3,0,-2,-1,1,-9,3,-1.3,5
Cc1cc(C)n(CCCNC(=O)c2ccc3c(c2)NC(=O)CS3)n1,-0.4,-2,2,0,9,-14,4,1.9,-2
Cc1cc(=O)oc(C)c1C(=O)Nc1ccc(N(C)C)cc1,1.0,2,3,-1,-16,12,-7,1.0,6

# More structures:
SMILES,PERK inh,Wee1 degr inh,Ba/F3 V617F tox,NPY2 pot ag,Mdm2 ligase inh,S1P4 antag,BaF3 tox,S1P4 ag,eIF4E-4G inh
O=C(CSc1nc2ccc(Nc3nc(N4CCOCC4)nc(N4CCOCC4)n3)cc2s1)N1CCOCC1,0.1,3,-2,-1,-3,-12,4,0.5,-2
O=C(/C=C/c1ccccc1Cl)NCCc1ccc(F)cc1,1.2,-2,0,-5,-3,-28,6,0.3,-4[fluorescence artefact?]
COc1ccc(-n2c(C)nc3cc(C(=O)NCCN4CCOCC4)ccc32)cc1,-0.6,-1,5,-2,-1,16,3,0.8,-5
CCOc1cc(/C=C2/C(=O)ON=C2C)ccc1OCc1ccc(F)cc1,0.0,0,0,-4,-11,-1,9,-2.4,1
CCc1ccc(-n2c(SCc3c(C)noc3C)nnc2-c2ccncc2)cc1,-1.4,1,0,1,-3,-4,5,-1.0,3
COc1ccc(C2=C(Nc3ccccc3)c3ccccc3C2=O)cc1,0.6,2,-1,16,-7,-15,7,4.2,0
CCOc1cccc(=O)c2c(C)oc(C)c12,-1.4,-2,-2,-23,3,-8,3,2.9,0
Cc1cccc(CN2CCSc3sccc3C2=O)c1,0.6,3,4,-6,-1,7,11,-1.0,3
Cc1cc(C(=O)Nc2ccc(C)c(S(=O)(=O)N3CCOCC3)c2)c(C)o1,0.0,1,-1,-14,-5,-1,8,0.3,-5
O=[N+]([O-])c1ccc(C[n+]2cc(-c3ccc(Cl)c(Cl)c3)n3c2CCCCC3)cc1,-1.0,2,-2,-14,-11,5,1,0.3,3
COc1ccc(Nc2nnc(SCC(=O)Nc3ccc4[nH]c(=O)[nH]c4c3)s2)cc1,0.8,5,3,-13,-7,-2,-1,1.2,-2
Cc1nc2ccccc2c(=O)n1N,0.8,3,-1,7,-12,-17,1,1.7,2
COc1cc(Br)cc2cc(C(=O)OC3CCN(C)CC3)c(=O)oc12,-0.4,5,-4,3,nt,-19,-1,-2.8,nt
Cc1ccccc1Nc1nnc(SCC(=O)NCc2ccco2)s1,-0.2,0,-2,3,10,-10,0,-2.2,4
Cn1cnnc1SC(C(=O)Nc1ccc(F)cc1)c1ccccc1 (centres undefined),0.1,1,-2,1,-3,-4,1,-1.7,1
COc1ccc(-c2cc(=O)c3c(OC)c(OC)c(OC)c(OC)c3o2)cc1OC,-0.3&-0.8,0&-2,4&2,-4&-1,nt,-4&-2,-4&4,-0.9&0.4,1&5
Cc1nc(SCC(=O)N2c3ccccc3Sc3ccccc32)n[nH]1,-0.2,-1,6,-2,-31,6,3,1.3,10
COc1ccc(CC(=O)Nc2ccc(OC)nc2)cc1,0.4,-2,-3,11,3,-9,5,-0.4,4
CN1CCc2nc(SCc3ccc(Cl)cc3)c(C#N)c(-c3cccs3)c2C1,-0.5,-1,-1,-12,nt,-20,4,2.2,nt
CC(C)N1C(=O)S/C(=C/c2ccccc2OCc2ccc(C(=O)O)cc2)C1=O,0.1,1,-3,6,4,-21,8,3.8,1
COc1ccc(N(CC(=O)N2CCc3ccccc3C2)S(C)(=O)=O)cc1,-2.2,0,-2,-7,-8,-13,6,2.0,-7[fluorescence artefact?]
CC(C)CC(=O)c1c[nH]c(C(=O)NCc2cccnc2)c1,0.0,1,-2,4,5,4,0,0.9,1
NS(=O)(=O)c1ccc(CNC(=S)Nc2ccc(Cl)c(Cl)c2)cc1,-0.3,4,5,3,-16,-3,9,-1.4,-3
O=[N+]([O-])c1ccc(Oc2ccc(Oc3ccc(C(F)(F)F)cn3)cc2)nc1,1.1,4,-2,-18,-4,0,0,1.0,2
Cc1ccc(OCCOC(=O)c2sc(=S)n(C)c2C)cc1,-0.3,-4,0,-37,-44,12,5,-0.9,-2

# Three of the entries above in order of their number in eIF4E-4G inh, descending.
SMILES | eIF4E-4G inh
Cc1nc2ccccc2c(=O)n1N | 2
CC(C)CC(=O)c1c[nH]c(C(=O)NCc2cccnc2)c1 | 1
COc1ccc(C2=C(Nc3ccccc3)c3ccccc3C2=O)cc1 | 0

# Compound profiles, from the list above. Order of values: PERK inh | Wee1 degr inh | Ba/F3 V617F tox | NPY2 pot ag | Mdm2 ligase inh | S1P4 antag | BaF3 tox | S1P4 ag | eIF4E-4G inh
# Entry for Cc1cc(C(=O)Nc2ccc(C)c(S(=O)(=O)N3CCOCC3)c2)c(C)o1 → 0.0 | 1 | -1 | -14 | -5 | -1 | 8 | 0.3 | -5
# Entry for O=[N+]([O-])c1ccc(C[n+]2cc(-c3ccc(Cl)c(Cl)c3)n3c2CCCCC3)cc1 → -1.0 | 2 | -2 | -14 | -11 | 5 | 1 | 0.3 | 3

# (list continues)
SMILES,PERK inh,Wee1 degr inh,Ba/F3 V617F tox,NPY2 pot ag,Mdm2 ligase inh,S1P4 antag,BaF3 tox,S1P4 ag,eIF4E-4G inh
CCN(CCCNC(=O)Cn1cc2c(n1)CCCC2)c1cccc(C)c1,-0.2,0,-2,0,-15,-7,0,0.8,-2
CCOc1ccccc1NC(C)C(=O)Nc1cc(C(F)(F)F)ccc1N1CCOCC1 (centres undefined),-0.6,-1,-2,-7,-6,2,-3,-1.5,-3
N#CCCn1c(=S)[nH]c2ccccc21,0.4,-2,-2,10,-1,11,2,-0.1,0
CCc1ccccc1NC(=O)/C(=C/c1ccccc1)c1ccccc1,-1.0,0,2,-29,-3,-5,1,-2.0,2
CC(C)(C)C(=O)NNC(=O)COc1ccc2ccccc2c1Br,0.6,-2,1,-19,-6,-6,5,-0.7,2
COc1cc(NC(=S)NC(=O)c2ccc(C)cc2C)ccc1NC(=O)c1cccs1,-0.1,0,-1,-7,7,-11,3,0.7,-11
C=CCn1c(SC)nnc1-c1ccc2ncccc2c1,-1.6,4,3,-4,-14,8,-1,1.4,-2
COc1cccc(C(=O)NNC(=O)C2CC(C)=C(C)CC2C(=O)O)c1 (centres undefined),1.1,4,1,-15,-6,4,-1,-1.0,-3
O=C(Cc1c(O)c2ccccc2[nH]c1=O)NCc1cccc(F)c1,-0.1,-2,-3,6,-16,-8,-1,1.3,nt
CC(=O)Nc1cc(C(F)(F)F)ccc1Oc1cccc(Br)c1,1.0,1,0,-12,-13,-6,5,-1.0,2
CCOc1ccc(NS(=O)(=O)c2ccc(NS(C)(=O)=O)cc2)cc1,0.4,-3,0,1,-31,-1,5,1.6,4
COC(=O)C1CCN(S(=O)(=O)c2cn(C)c(=O)n(C)c2=O)CC1,0.0,-1,-4,-2,-8,-15,6,2.2,-1

# Bioassay records: PubChem, several laboratories

# Rows were taken by chance. Share with any hit: about 4.1%.
